# MEKK2wt PB1 HTS – raises or lowers MEK5 binding to wildtype human MEKK2 PB1 domain; bead flow cytometry, Alexa488-MEK5 binding to MEKK2 WT; actives lie on both sides; binding response (% of control), % at 10 µM; 290,000 tested, 1.1% active; in the data active = binding response below about 67% or above about 130%
# PHOSPHO1 inh – PHOSPHO1 (human) inhibition | recombinant PHOSPHO1, absorbance phosphatase assay | 290,000 tested, 1.1% active | inhibition, % at 13.3 µM | Q8TCT1; in the data active = inhibition above about 60%
# Target sequence (Q8TCT1 whole entry, looked up): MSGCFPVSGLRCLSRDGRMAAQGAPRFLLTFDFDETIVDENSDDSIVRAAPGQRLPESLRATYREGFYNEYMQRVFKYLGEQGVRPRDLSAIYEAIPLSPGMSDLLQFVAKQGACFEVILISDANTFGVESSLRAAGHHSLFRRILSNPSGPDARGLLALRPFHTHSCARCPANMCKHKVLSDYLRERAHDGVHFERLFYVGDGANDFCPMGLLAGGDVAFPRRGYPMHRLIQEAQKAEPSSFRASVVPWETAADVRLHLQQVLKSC
# OXTR ag – activates the human oxytocin receptor; P30559; CHO-OTR cells, Fluo-8 calcium fluorescence; normalized: DMSO 0%, oxytocin 100%; activation, % at 3 µM; 320,000 tested, 0.32% active;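 active = activation above the mean of all tested compounds plus 3 SD, cutoff set per screening run, cut at about 20% in these data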;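 note: peak over basal fluorescence ratio from a 100 s FLIPR kinetic read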
# MEKK3 PB1 HTS – MEKK3-MEK5 PB1 interaction, increase or decrease; 290,000 tested, 1.4% active; Q99759; AID 1529; bead-based flow cytometry, Alexa488-MEK5 binding to MEKK3; actives lie on both sides; 0 = blocked by unlabeled MEK5, 100 = vehicle; binding response (% of control), % at 10 µM;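 active = binding response more than 3 SD above or below the average of its plate-row segment, actives on both sides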;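 note: Alexa488 bead fluorescence after subtracting the streptavidin-only scavenger bead signal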
# Target sequence (Q99759 whole entry, looked up): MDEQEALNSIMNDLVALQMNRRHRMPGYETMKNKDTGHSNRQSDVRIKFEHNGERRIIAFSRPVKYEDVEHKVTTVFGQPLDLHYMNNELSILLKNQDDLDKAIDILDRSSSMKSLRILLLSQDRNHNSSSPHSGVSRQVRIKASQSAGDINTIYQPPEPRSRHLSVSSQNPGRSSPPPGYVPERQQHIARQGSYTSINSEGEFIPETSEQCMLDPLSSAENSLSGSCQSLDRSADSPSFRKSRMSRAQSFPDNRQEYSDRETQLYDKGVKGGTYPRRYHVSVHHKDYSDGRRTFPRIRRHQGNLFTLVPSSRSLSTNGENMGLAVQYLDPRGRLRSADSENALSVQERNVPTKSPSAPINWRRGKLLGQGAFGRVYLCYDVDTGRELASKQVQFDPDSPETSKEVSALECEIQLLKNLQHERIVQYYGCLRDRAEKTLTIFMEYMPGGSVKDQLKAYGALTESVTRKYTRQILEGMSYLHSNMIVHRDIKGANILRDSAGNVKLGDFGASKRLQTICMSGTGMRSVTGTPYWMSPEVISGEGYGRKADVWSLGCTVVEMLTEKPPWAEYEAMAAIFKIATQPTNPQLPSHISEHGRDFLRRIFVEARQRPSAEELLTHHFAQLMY
# M18AAP inhibitor – PfM18AAP enzyme inhibition; recombinant PfM18AAP, H-Glu-NHMec fluorogenic cleavage; inhibition, % at 7.35 µM; 290,000 tested, 1.2% active;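 active = inhibition above the campaign mean inhibition over all tested compounds plus 3 SD, cut at about 28% in these data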;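 note: 0% = plate median of test compound wells and 100% = 2 mM ZnCl2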
# NALP1 yeast inh – NALP1 inhibition | S. cerevisiae NALP1/ASC/caspase-1 growth, X-gal OD620, 72 h | 280,000 tested, 0.61% active | AID 2071 | inhibition, % at 10 µM; in the data active = inhibition mostly above about 24%, no sharp cut-off; inactive = mostly below about 32%; note: some compounds called inactive have numbers as strong as hits
# FID counter – fluorescent intercalator displacement, NS3 helicase counter-screen | DNA fluorescent intercalator displacement, fluorescence | inhibition, % at 7.9 µM | 290,000 tested, 0.17% active | AID 1845; in the data active = inhibition above about 37%;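 note: 0% = vehicle and 100% = reference compound; higher means more ethidium bromide displaced from hairpin DNA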
# MEKK2mut PB1 HTS – signal of MEK5 binding to mutant human MEKK2 PB1 domain; bead flow cytometry, Alexa488-MEK5 binding to MEKK2 mutant; percent response, % at 10 µM; 290,000 tested, 0.35% active; in the data active = percent response above about 24%, passing the limit was not always enough; note: inactives centre near 1; some results filed as inactive read as strong as hits; reference of the scale not given here
# GPR7 antagonist – blocks human GPR7 receptor signaling. P48145. GPR7-expressing cells, fluorescence antagonist assay. inhibition, % at 4.4 µM. 290,000 tested, 1.1% active; in the data active = inhibition above about 16%, passing the limit was not always enough;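 note: cells stimulated with the agonist NPW; 0% = agonist with vehicle and 100% = vehicle without agonist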
# The depositor's hits bear a star; nt = no result given.
SMILES,MEKK2wt PB1 HTS,PHOSPHO1 inh,OXTR ag,MEKK3 PB1 HTS,M18AAP inhibitor,NALP1 yeast inh,FID counter,MEKK2mut PB1 HTS,GPR7 antagonist
CCc1ccc(NC(=O)N(Cc2ccco2)C(C)c2cccs2)cc1 (stereo unspecified),102,18,-1.7,102,2,8,-11,4,6
Fc1ccccc1-c1csc(=Nc2cccnc2)n1CC1CCCO1 (stereo unspecified),91,-2,2.1,93,3,23,-14,-2,-7
CCN=C1SC(CC(=O)Nc2ccc3c(c2)OCO3)C(=O)N1CC (stereo unspecified),101,4,1.2,102,0,-2,-8,-3,4
COc1ccc(CC(=O)NCc2n[nH]c(=S)n2-c2ccccc2)cc1,96,-19,-1.0,100,26,0,-6,-4,-13
CCOC(=O)c1ccc(OCC2NCCc3cc(OC)c(OC)cc32)cc1 (stereo unspecified),104,27,3.4,102,5,5,8,5,-2
Cc1nnsc1-c1nnc(SCC(=O)c2ccc(F)cc2)n1C1CC1,98,-23,-0.6,101,1,11,-3,-2,-11
COCCCNC(=O)C(C)N1c2cccc3cccc(c23)S1(=O)=O (stereo unspecified),98,24,nt,97,-4,3,-6,2,1
O=S(=O)(c1ccc2c(c1)OCCO2)N1CCC(c2nc3ccccc3s2)CC1,112,10,2.2,108,4,-16,-12,12,-9
CCOc1nc(Nc2ccc(OC)cc2)nc(N2CCOCC2)n1,97,10,-1.6,99,1,-3,-11,-1,-8
CN(C)S(=O)(=O)NC(c1ccccc1)c1ccccc1,100,-8,-1.7,100,-3,-4,-4,0,-1
O=Cc1ccc2oc3nc4n(c(=O)c3c(=O)c2c1)CCCS4,104,35,-1.8,103,-26,4,-2,0,-1
O=C(O)CC1SC(=Nc2cccc(O)c2)NC1=O (stereo unspecified),102,-6,-0.1,103,-2,-8,7,4,-3
N#Cc1cccc(-n2nnnc2-c2ccccn2)c1,98,21,0.5,96,1,8,1,0,-4
Cc1c(Br)c([N+](=O)[O-])nn1C(C)C(=O)NCc1cccnc1 (stereo unspecified),112,-2,-0.5,109,-1,-13,-4,13,-12
Cc1c(C)n(CCCN(C)C)c2ncnc(NC3CCCCC3)c12,118,42,0.1,112,-3,30,3,10,-1
COCCCN1CN(Cc2ccccc2)CNC1=S,101,-11,3.4,109,-12,-2,-3,0,9
CCC(C)NC(=O)Cc1c(OC)ccc2cc(Br)ccc12 (stereo unspecified),98,29,-1.8,102,-4,12,-3,-2,-13
CCc1ccc(C(C)NC(=O)c2cc(C)oc2C)cc1 (stereo unspecified),93,-8,-3.3,96,6,15,-10,-3,-5
COc1cc(NC(=O)Cn2cnc(S(=O)(=O)N3CCCC3)c2)cc(OC)c1OC,101,22,0.8,101,4,13,-12,3,-8
O=C(NNc1c(Cl)cc(Cl)cc1Cl)C1CCC1,96,-2,-1.5,98,-7,5,-5,-2,-5

# Brought forward from above: three entries, then new ones.
SMILES,MEKK2wt PB1 HTS,PHOSPHO1 inh,OXTR ag,MEKK3 PB1 HTS,M18AAP inhibitor,NALP1 yeast inh,FID counter,MEKK2mut PB1 HTS,GPR7 antagonist
CCc1ccc(C(C)NC(=O)c2cc(C)oc2C)cc1 (stereo unspecified),93,-8,-3.3,96,6,15,-10,-3,-5
COc1cc(NC(=O)Cn2cnc(S(=O)(=O)N3CCCC3)c2)cc(OC)c1OC,101,22,0.8,101,4,13,-12,3,-8
O=C(NNc1c(Cl)cc(Cl)cc1Cl)C1CCC1,96,-2,-1.5,98,-7,5,-5,-2,-5
CCSc1nc(=O)n(-c2ccccc2)c(C)c1C(C)=S,95,8,-1.6,109,-6,1,0,2,2
Cc1cc(S(=O)(=O)N2CCCC(N(C)CCc3ccccn3)C2)c(C)cc1Cl (stereo unspecified),99,53,7.3,99,6,8,17,1,-13
CC(C)C(=O)N1CCN(CCN=CC2=C(O)CC(c3ccco3)CC2=O)CC1 (stereo unspecified),92,7,2.4,95,19,13,-11,-7,1
CC(C)Cc1ccc(S(=O)(=O)Nc2ccccn2)cc1,101,9,0.9,104,-2,nt,-9,1,-8
Cc1cccc(NC(=O)CSc2nnc(-c3ccccc3Br)o2)c1C,107,5,0.3,104,0,-6,-4,5,-15
O=C(NCCc1ccccc1)C1CCN(Cc2ccccc2F)CC1,104,1,0.4,99,1,30,5,9,-1
Cc1nnc(SCC(=O)N(CC(C)C)c2c(N)n(CC(C)C)c(=O)[nH]c2=O)n1-c1ccccc1,98,-8,0.8,110,6,5,-25,-9,-5
COC(=O)c1sccc1N/N=C/c1ccc(OC)c(OC)c1OC,92,-4,-2.3,95,8,15,-19,-1,-7
Cc1cccc(OCc2nc(C#N)c(N3CC(C)CC(C)C3)o2)c1 (stereo unspecified),100,-5,-1.0,103,-21,39,-12,3,21*
Cc1ccc(NC(=O)COC(=O)c2nn(C)cc2Cl)cc1,107,31,-0.5,103,3,9,-13,7,-5
COc1ccc2c(c1)cc1n2CCN2CCCN=C12,103,-23,-0.4,97,7,20,-1,1,-6
O/N=C\c1ccc2noc(-c3ccc(Cl)cc3)c2c1,105,nt,1.9,102,2,1,-2,-2,1
CCCC(c1nnnn1Cc1cccs1)N1CCN(c2ccc(OC)cc2)CC1 (stereo unspecified),114,4,-1.9,106,6,-16,-16,6,-4
Cc1nc2ccc(NC(=O)c3nn(C(C)C)c(=O)c4ccccc34)cc2s1,119,-4,-1.3,108,-10,14,-32,15,-2
COc1ccc(CC(=O)NNS(=O)(=O)c2ccccc2)cc1OC,nt,0,-0.1,120,-1,5,7,nt,4
COc1ccc(CN(CC2CCC(C(=O)O)CC2)C(=S)Nc2cc(C)cc(C)c2)cc1 (stereo unspecified),100,-1,0.6,101,-4,-6,-31,3,-20
Cc1ccc(CN2CCN(Cc3nc(C(C)C)cs3)CC2CCO)cc1 (stereo unspecified),95,23,3.8,97,-4,18,-7,-6,-11
O=Cc1ccc(OC(=O)c2cccnc2)cc1,107,13,0.5,107,5,-9,2,2,6
N#Cc1ccc(NC(=O)COC(=O)C2Cc3ccccc3CN2C(=O)c2ccccc2)cc1 (stereo unspecified),91,-30,-1.8,90,3,14,-5,-2,13
O=C(CSc1nc2ccsc2c(=O)n1-c1ccccc1)N1CCCC1,102,-11,-1.8,96,2,39,-10,4,-12
CCOc1ccc(C(=O)NCc2ccco2)cc1OC,108,8,nt,106,-5,-4,-2,9,-4
CCCOC(=O)c1ccc(OCC(O)CN2C(=O)NC(C)(C)C2=O)cc1 (stereo unspecified),93,16,-0.2,98,-2,-16,-22,-2,-8
CC1CCN(c2nc3c(=O)[nH]c(N)nc3n2[C@@H]2O[C@H](CO)[C@@H](O)[C@H]2O)CC1,95,19,0.6,95,-18,2,-4,-2,-10
O=C(CN1CCCC1)N1CCCc2ccccc21,95,41,0.4,94,2,22,9,-4,-7
O=c1c2c3c(sc2n(CCN2CCCC2)c(=O)n1Cc1ccccc1)CCCCC3,116,-15,-1.5,102,-1,nt,2,1,-19
S=C1NC(c2cccs2)=CC(c2ccc(Br)cc2)N1 (stereo unspecified),100,22,-1.5,105,12,19,-14,-2,-4
COc1cccc(C(=O)N2CCN(C(=O)c3cccc(F)c3)CC2)c1,104,-10,0.5,100,0,2,-8,3,1
CCOC(=O)CC(N)c1ccc(OC)cc1 (stereo unspecified),100,1,1.2,99,2,-32,0,5,-13
CC1CN(C2CCN(S(=O)(=O)c3ccc4ccccc4c3)CC2)CC(C)O1 (stereo unspecified),109,-8,0.5,102,-1,19,-2,5,-12
O=c1cc(-c2ccc(Br)cc2)[nH][nH]1,97,29,0.5,98,8,6,-4,-6,-13
CCOc1ccc(-c2nnc(SCC(=O)NC(C)(C)C)nc2-c2ccc(OCC)c(OC)c2)cc1OC,107,34,-1.7,107,-9,14,-42,7,-10
O=C(COc1ccccc1C(=O)O)Nc1nc2ccc([N+](=O)[O-])cc2s1,98,29,15,96,-1,-7,11,-4,-13
COCN(C#N)c1nc(N(C)C)nc(N(C)C)n1,95,47,-1.3,90,-1,2,-6,-7,10
CC(=O)NC12CC3CC(C1)CC(C(=O)Nc1c(C)n(C)n(-c4ccccc4)c1=O)(C3)C2,102,33,0.5,102,5,2,-8,5,-12
CC(C)CNc1nc(NC(C)(C)C)nc(Oc2ccc(=O)[nH]n2)n1,95,25,-1.4,99,-9,-6,-17,-2,-2
COc1cc(NC(=O)CCc2nnc3ccc(N4CCCC4)nn23)cc(OC)c1OC,99,27,-1.2,97,3,4,-40,-1,-3
C[C@H](NC(=O)[C@@H]1CCC(=O)N1Cc1ccco1)c1ccccc1,108,26,0.2,105,0,-6,-3,9,-4
CCOc1cc(CNCC2CCCO2)cc(Br)c1OCC(N)=O (stereo unspecified),104,2,0.5,100,-1,11,6,3,0
CCOc1ccc(N2C(=O)C3Sc4[nH]c(=O)sc4C(/C=C/c4ccccc4)C3C2=O)cc1 (stereo unspecified),111,-7,1.2,102,3,20,-22,10,-5
Cc1nc2ccc(S(=O)(=O)N(C)CC(=O)NCCc3ccccc3)cc2s1,93,53,-1.7,93,-7,14,-43,-7,4

# Full records, quoted from the list. Order of screens: MEKK2wt PB1 HTS	PHOSPHO1 inh	OXTR ag	MEKK3 PB1 HTS	M18AAP inhibitor	NALP1 yeast inh	FID counter	MEKK2mut PB1 HTS	GPR7 antagonist
# `C[C@H](NC(=O)[C@@H]1CCC(=O)N1Cc1ccco1)c1ccccc1` across the screens: 108	26	0.2	105	0	-6	-3	9	-4
# `O=C(CN1CCCC1)N1CCCc2ccccc21` across the screens: 95	41	0.4	94	2	22	9	-4	-7
# `O=c1cc(-c2ccc(Br)cc2)[nH][nH]1` across the screens: 97	29	0.5	98	8	6	-4	-6	-13
# `CCCOC(=O)c1ccc(OCC(O)CN2C(=O)NC(C)(C)C2=O)cc1` (stereo unspecified) across the screens: 93	16	-0.2	98	-2	-16	-22	-2	-8
# `Cc1nc2ccc(S(=O)(=O)N(C)CC(=O)NCCc3ccccc3)cc2s1` across the screens: 93	53	-1.7	93	-7	14	-43	-7	4

# Next part.
SMILES,MEKK2wt PB1 HTS,PHOSPHO1 inh,OXTR ag,MEKK3 PB1 HTS,M18AAP inhibitor,NALP1 yeast inh,FID counter,MEKK2mut PB1 HTS,GPR7 antagonist
O=c1c2ccccc2nc(COc2ccccc2)n1/N=C/c1cc([N+](=O)[O-])ccc1O,92,1,4.5,98,5,13,5,6,-6
O=C(c1cccs1)n1nc(-c2ccccc2)nc1NCc1ccc(F)cc1,100,-7,-0.5,100,-9,5,2,6,1
CC1(C)NS(=O)(=O)Oc2ccccc21,99,-24,0.5,100,-1,5,-1,3,-1
Cc1cccc(-c2noc(CCCOc3ccc(Cl)cc3Cl)n2)c1,110,-3,2.0,105,1,-12,-4,2,15
COc1ccccc1N1CCN(C(=O)N2CCOCC2)CC1,105,7,-0.5,102,-6,30,-2,2,-20
CC(=O)C1=C(O)C(=O)N(CCc2ccccc2)C1c1ccccc1[N+](=O)[O-] (stereo unspecified),101,-7,-0.9,102,0,28,-3,-1,-8
COC(=O)c1cccc(CN2C(=O)SC(Nc3ccc(C)cc3)C2=O)c1 (stereo unspecified),84,-1,-3.2,83,-13,8,-29,-26,-5
Cc1ccc(S(=O)(=O)CC(=O)c2ccc(C(C)(C)C)cc2)cc1,104,-10,-0.7,105,-7,14,-2,3,-13
CCn1c(SCC(=O)NC(C)(C)C)nnc1-c1ccoc1C,103,5,-0.5,107,4,0,-5,-1,9
CCN(CC)C(=O)c1ccc2c3c(cccc13)C(=O)N(CCc1ccc(OC)c(OC)c1)C2=O,103,7,7.6,91,7,17,-18,0,-13
O=C1N2CCSC2=NC1(Nc1ccccn1)C(F)(F)F (stereo unspecified),107,14,0.5,105,-8,2,-6,9,-7
CC1CCN(c2ccc(C(=O)O)cc2NS(=O)(=O)c2ccc(Br)cc2)CC1,98,-12,-2.9,101,-9,31,-28,-1,-3
Nc1nc(COc2ccccc2C=O)nc(Nc2ccccc2)n1,119,27,-2.8,126,-10,nt,-3,25,1
O=C(NCc1ccccc1)c1ccc(Br)o1,102,1,5.0,105,2,20,0,-3,11

# Screens deposited in PubChem by several laboratories.

# No enrichment for hits (roughly 6.2% active in at least one column).
